HT1080 IDH1KD tx: HT-1080 IDH1 knockdown cell toxicity (counter line); HT-1080 IDH1 knockdown viability, ATP luminescence, 48 h; Potency, µM (highest dose often 46.1 µM), for the others: top-dose activity, negative = toxicity, actives largely listed as cytotoxic; 2% of 360,000 active;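 note: potency is the fitted concentration of half-maximal effect; 0% = DMSO wells and -100% = cell-free medium wells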
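Luminescent ATP read-out (CellTiter-Glo, 10 min at room temperature) after 48 h compound exposure at 37 °C gave viability of IDH1-knockdown HT-1080 cells. Activity was normalised to DMSO and cell-free wells, then fitted as concentration-response curves.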
IL1B secr inh: blocks inflammasome-driven IL-1 beta release; activity change, % at 57.5 µM; 4.7% of 360,000 active; THP-1 LPS/ATP IL-1B secretion, AlphaLISA, 16 h; active compounds read low; in the data active = activity change below about -50%; inconclusive = mostly about -30% to -49%; note: % is set by controls: 0 for no effect and ±100 for the full control effect
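Secreted IL-1B measured by AlphaLISA bead assay after 16 h compound exposure of THP-1 cells; compounds (final up to 57.5 uM) added 1 h before LPS (250 ng/mL) and ATP (1.25 mM) stimulation; lower signal means less secretion.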
HT1080-NT tox: kills 2HG-producing HT-1080-NT fibrosarcoma cells | Potency, µM (doses to about 46.1 µM), for inactives: at the top dose activity, negative = less viability, most hits filed as cytotoxic | HT-1080-NT fibrosarcoma viability, CellTiter-Glo ATP luminescence, 48 h | 1.6% of 360,000 active;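 note: NT is the 2HG producing partner of a matched IDH1 knockdown line; potency is the fitted concentration of half-maximal effect; 0% = DMSO-treated cells and -100% = media-only wells without cells; nearly all actives have a fitted effect of over 55% in size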
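A 48-hour cytotoxicity screen used HT-1080-NT cells plated 2 hours before compound delivery. ATP-based CellTiter-Glo luminescence measured viability, normalized to DMSO and no-cell controls.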
MCF10A rerep: inducers of DNA re-replication in MCF 10A breast cells | 2.9% of 350,000 active | Potency, µM (highest dose often 46.1 µM), without a hit: top-dose activity, positive = re-replication, most hits filed as activators | MCF 10A DNA re-replication, Hoechst nuclear intensity, 48 h | AID 624296; note: potency is the fitted concentration of half-maximal effect; % of control where 0% means no effect; nearly all actives have a fitted effect of over 50% in size
SW480 rerep: inducers of DNA re-replication in SW480 colon cancer cells; SW480 DNA re-replication, Hoechst DNA content imaging, 48 h; Potency, µM (titrated, usually from 46.1 µM), for inactives: at the top dose re-replication activation, most hits filed as activators; 1.8% of 340,000 active; AID 624297; note: potency is the fitted concentration of half-maximal effect; % of control where 0% means no effect; nearly all actives have a fitted effect of over 55% in size
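Image-based DNA-content assay: after two days of treatment, nuclei were labelled with the DNA dye Hoechst and imaged, and hits were compounds raising the count of nuclei showing high fluorescence intensity.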
HEK293 tox: cytotoxicity counter-screen for GLP-1 receptor inverse agonists. HEK293 cAMP-luciferase reporter cells, luminescence, 24 h. 0.13% of 410,000 active. Potency, µM (series often up to 38.3 µM), for inactives: at the top dose activity change, negative = inhibition, most hits filed as inhibitors;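 note: loss of luciferase light is scored as toxicity; potency is the fitted concentration of half-maximal effect; % is set by controls: 0 for no effect and ±100 for the full control effect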
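Here, cytotoxicity is scored as loss of luminescence. The MLSMR collection was tested on cells seeded in medium containing 10% Nu serum, with a 24 hr compound exposure preceded by 12 hours of culture.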
KB-V1 MDR tox: kills drug-selected multidrug resistant KB-V1 cells; KB-V1 MDR cells viability, CellTiter-Glo, 72 h; 3.4% of 400,000 active; Potency, µM (series often up to 46.1 µM), for the others: at the top dose activity change, negative = cytotoxicity, actives largely listed as cytotoxic; note: potency is the fitted concentration of half-maximal effect; % is set by controls: 0 for no effect and ±100 for the full control effect; nearly all actives have a fitted effect of over 60% in size
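Cytotoxicity via CellTiter-Glo luminescence after 72 h compound exposure at 37 degrees C. Cells: drug-selected KB-V1 line, DMEM phenol-red free plus 10% FBS. Compounds tested at multiple concentrations; normalized data fitted to concentration-effect curves.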
KB-3-1 tox: kills parental KB-3-1 adenocarcinoma cells | KB-3-1 viability, CellTiter-Glo ATP luminescence, 72 h | Potency, µM (top dose mostly 46.1 µM), inactives show top-dose activity change, negative = cytotoxic, usual class: cytotoxic | 1.4% of 400,000 active; note: potency is the fitted concentration of half-maximal effect; % is set by controls: 0 for no effect and ±100 for the full control effect; nearly all actives have a fitted effect of over 60% in size
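Using CellTiter-Glo luminescence, growth of non-resistant KB-3-1 adenocarcinoma cells is assessed 72 h after pin-tool compound addition at 37 °C. Normalized responses across the concentration series yield fitted curves.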
DRD3 agonist: activates the human D3 dopamine receptor; 0.58% of 410,000 active; D3R DiscoveRx beta-arrestin cells, luminescence, 90 min; max activation, %; AID 652048; P35462; in the data active = max activation above about 30%; note: 0% is about no effect; mostly tested at two doses, the higher about 12 µM
Target sequence (P35462 whole entry, looked up): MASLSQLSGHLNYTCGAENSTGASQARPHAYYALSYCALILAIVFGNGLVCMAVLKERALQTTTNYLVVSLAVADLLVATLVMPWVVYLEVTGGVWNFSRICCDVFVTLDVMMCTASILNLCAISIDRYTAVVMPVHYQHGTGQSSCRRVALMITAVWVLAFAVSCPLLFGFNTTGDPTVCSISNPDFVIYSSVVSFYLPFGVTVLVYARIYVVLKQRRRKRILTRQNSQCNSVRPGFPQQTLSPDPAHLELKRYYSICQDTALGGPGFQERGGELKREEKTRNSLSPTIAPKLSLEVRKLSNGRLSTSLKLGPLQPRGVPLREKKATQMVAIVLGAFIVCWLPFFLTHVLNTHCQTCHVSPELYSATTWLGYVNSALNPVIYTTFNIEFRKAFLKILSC
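Agonist mode: compounds and dopamine controls were applied to plated cells for 90 min at 37 degrees C after an overnight attachment at 1500 cells/well. Luminescent read-out followed 30 - 60 minutes at room temperature with DiscoveRx detection reagent.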
* marks the source's active call; other numbers are inactive results; ? = inconclusive; nt = no result given; & = joins results of further samples; [ ] = remark or other dose. Unless noted, calls come from the whole dose curve; as a rule, active = well fitted curve in the direction sought with a large enough effect; inconclusive = small, poorly fitted or top-dose-only effect, or another doubt; inactive = no such curve, though single readings can be large; an effect the other way counts as inactive or inconclusive.

SMILES	HT1080 IDH1KD tx	IL1B secr inh	HT1080-NT tox	MCF10A rerep	SW480 rerep	HEK293 tox	KB-V1 MDR tox	KB-3-1 tox	DRD3 agonist
Cc1cc(NC(=O)CN2C(=O)NC(c3ccccc3)(c3ccc(C)c(C)c3)C2=O)no1 (stereo not drawn)	-4.7%	-2.6	-9.9%	-2.1%	1.0%	2.1%	-3.9%	0.1%	-2.9
Nc1ccc(-c2cc(-c3ccc(N)cc3)nc(-c3ccccc3)n2)cc1	0.5%	-5.6	-0.5%	7.2%	-1.2%	-0.5%	11.3%	2.4%	-5.2
COc1ccccc1CNC(=O)C(=O)c1cn(CC(=O)N2CCCCC2)c2ccccc12	-10.7%	-25.8	-10.5%	nt	nt	-13.8%	-21.4%	-12.6%	5.5
Cc1cccc(C)c1OCC1CNC(=O)O1 (stereo not drawn)	-1.5%	2.7	5.5%	2.1%	-3.1%	0.8%	26.3%	-0.4%	3.4
CCc1ccccc1NC(=O)Cn1c(=O)ccc2cc(S(=O)(=O)N3CCC(C)CC3)ccc21	nt	nt	nt	nt	nt	1.3%	0.0%	-0.9%	-13.6
Cc1cc(C)c(S(=O)(=O)c2ccccc2C)c(Cl)n1	-22.3%	0.0	0.9%	-7.1%	1.8%	-8.5%	?	15.1%	0.6
CCOCc1cc(C)[nH]c(=O)c1C#N	4.8%	-1.9	6.7%	-3.0%	1.3%	-9.1%	-8.0%	0.1%	3.3
O=C(NC(=S)NC(c1ccccc1)c1ccncc1)c1ccccc1 (stereo not drawn)	?	-79.4*	-24.6%	15.0%	-0.1%	-21.9%	-19.4%	-1.4%	2.3
COc1ccc(C(=O)Nc2ccc(S(=O)(=O)Nc3nccnc3OC)cc2)cc1OC	15.9%	24.7	25.3%	8.0%	-4.5%	9.0%	17.3%	1.3%	1.5
Cc1ccc(NS(=O)(=O)c2ccc3c(c2)N(C)CCO3)cc1	-9.2%	63.8	2.8%	4.0%	1.7%	0.0%	?	-22.9%	3.5
CN1C(=O)CC(N2CCN(C(c3ccccc3)c3ccccc3)CC2)C1=O (stereo not drawn)	11.2%	6.2	6.3%	13.4%	-11.0%	-14.6%	3.9%	18.2%	0.1
O=C(c1ccccc1)N1CCN(CCc2ccncc2)CC1	nt	nt	nt	nt	nt	17.1%	33.0%	-2.0%	-13.6
O=c1[nH]nnc2c1sc1nc(N3CCOCC3)c3c(c12)CCCC3	4.5%	24.4	16.3%	-6.6%	-13.6%	0.9%	13.3%	10.9%	5.1
Cc1cccc(NC(=O)CNC(=O)Cc2ccc3c(c2)OCCO3)c1C	12.6%	-2.1	3.5%	-4.0%	-23.2%	-3.4%	12.9%	7.4%	-0.1
[O-]c1c[n+](-c2ccc(-[n+]3cc([O-])on3)cc2)no1	-0.4%	0.0	-6.1%	-10.2%	?	10.6%	1.9%	1.2%	0.8
CCOC(=O)N1CCC(N2CCCC(C(=O)c3ccccc3OC)C2)CC1 (stereo not drawn)	18.3%	0.0	25.6%	4.4%	-9.1%	1.8%	?	-9.8%	-16.3
Cc1ccc(NC(=O)Cn2c(=O)oc3cc(S(=O)(=O)NCc4ccccc4)ccc32)cc1	nt	nt	nt	nt	nt	-0.4%	1.3%	-6.8%	3.3
Cc1csc(NC(=O)c2ccc(Cl)cc2[N+](=O)[O-])n1	-25.2%	0.0	-20.3%	-1.1%	49.0%	-57.2%	-25.6%	-10.7%	4.3
CCOC(=O)c1c(NC(=O)CC)sc(C(=O)N2CCCCC2)c1C	3.7%	-8.4	-1.3%	1.4%	2.1%	?	?	18.5%	1.8
COC(=O)C1=C(N)Oc2cc(C)n(Cc3cccnc3)c(=O)c2C1c1cc(OC)ccc1OC (stereo not drawn)	3.2%	17.1	11.2%	25.0%	-0.4%	25.2%	28.3%	9.7%	-1.4
CCOC(=O)N1[C@@H]2C=C(C)[C@@H]2[C@@H]2[C@@H](C)C(=O)N21	22.3%	8.2	19.1%	0.8%	5.4%	5.2%	-4.0%	6.4%	3.1
O=C(CN1C(=O)C2(SCC(=O)N2c2ccccc2)c2ccccc21)NCc1ccccc1Cl (stereo not drawn)	nt	nt	nt	nt	nt	-12.5%	-29.7%	6.3%	-9.0
O=C(Cc1cccs1)NCc1ccc(Cl)cc1Cl	-0.1%	-6.9	10.5%	-0.1%	3.0%	2.2%	2.1%	-5.6%	4.9
O=C(Cc1ccccc1)NNC(=O)C1CCCC1	-2.7%	1.4	4.3%	-19.0%	?	0.7%	15.6%	2.3%	0.3
Cc1csc2nc(COC(=O)CNC(=O)c3ccccc3Cl)cc(=O)n12	nt	nt	nt	nt	nt	1.6%	12.9%	5.3%	-7.7
O=c1[nH]sc2ccccc12	?	-107.4*	?	?	?	?	3.7%	-3.7%	0.4
COc1ccc(C(=O)N2CCN(c3nc(C4CC4)nc4sc(C)c(C)c34)CC2)cc1	-8.4%	-64.7*	-8.2%	?	13.9%	-10.5%	23.1µM*	?	-5.2
CNC(=O)CSc1nc2ccccc2c(=O)n1-c1cc(OC)ccc1OC	6.8%	?	-4.9%	22.7%	-32.4%[inhibitor]	-6.4%	-29.9%	0.0%	1.3
O=C(C[C@H]1C(=O)N(CCc2ccccc2)C[C@@H]1c1ccccc1)Nc1ccccc1	11.7%	33.8	7.5%	nt	nt	5.9%	0.0%	10.2%	4.7
O=C1/C(=C/c2ccccn2)SC(=S)N1c1ccc(O)cc1	-7.7%	-11.4	-2.7%	?	12.0%	-11.9%	0.0%	0.0%	1.3
N#Cc1c(-c2ccccc2)nc(-c2cccnc2)[nH]c1=O	0.9%	2.3	11.5%	?	?	5.1%	?	11.6%	0.6
CC1CCCC(C)N1CCCNC(=O)Cn1ncc2c3ccccc3n(C)c2c1=O (stereo not drawn)	-4.0%	0.0	8.5%	1.6%	-1.2%	-8.0%	?	14.6%	-3.4
COc1ccc(CN2CCN(C(=O)Cn3nc(C(=O)O)c4ccccc4c3=O)CC2)cc1F	-2.9%	-13.8	-2.4%	1.3%	-2.7%	-4.8%	-52.7%	?	7.6
Cc1nc([N+](=O)[O-])c(C(=O)OCc2ccccc2Br)n1C	-2.6%	28.5	-10.1%	-1.6%	-9.1%	-9.9%	20.6µM*	?	4.9
CCOc1ccccc1CNC(=O)CN1C(=O)CSc2ccc(S(=O)(=O)N3CCOCC3)cc21	0.0%	-24.9	2.2%	-0.8%	-1.8%	-2.4%&-3.5%	6.9%	15.8%	-5.2&-8.8
O=S(CC1CC1(Cl)Cl)CC1CC1(Cl)Cl (stereo not drawn)	12.7%	9.5	8.8%	1.7%	-4.6%	-10.7%	23.8%	-0.4%	6.0
O=C(CC(c1ccccc1)c1ccccc1O)NCc1ccco1 (stereo not drawn)	9.0%	-10.9	8.5%	0.0%	-0.3%[9.22 µM]	-7.4%	-7.1%	-0.6%	-1.2
O=S(=O)(c1ccc2c(c1)OCCO2)N(Cc1ccc(F)cc1)Cc1nnc(-c2cccs2)o1	-11.4%	1.8	-13.9%	0.5%	-4.2%	-12.9%	-7.3%	8.6%	1.4
O=C(Nn1cnnc1)c1cc2cc(Br)ccc2oc1=O	24.3%	4.7	10.2%	5.8%	-9.8%	-2.4%	6.8%	-3.7%	1.2
Cc1nc2nc3c(c(=O)n2[nH]1)CCCC3	16.4%	4.1	15.0%	-8.4%	-0.1%[9.22 µM]	5.1%	13.5%	11.4%	-0.6
CN(C)CCn1c(C(=O)Nc2ccccc2)cc2ccccc21	-5.5%	-16.2	-6.2%	0.5%	-0.3%	-12.3%	-17.2%	?	-7.8
CCOc1cc(/C=C2/C(=O)ON=C2C)cc(Br)c1O	6.3%	0.0	-1.2%	0.3%	-2.7%	-4.3%	20.5%	-0.8%	1.6
Cc1csc(NC(=O)C2CCN(S(=O)(=O)c3cccs3)CC2)n1	-25.8%	-19.7	-4.4%	3.3%	-10.3%	-10.3%	-9.8%	0.0%	-4.6
Cc1ccc2sc(N(CCN(C)C)C(=O)/C=C/c3cccs3)nc2c1C	-5.4%	6.6	2.0%	?	4.7%	-2.2%	-1.3%	-3.8%	6.9
CC1NC(=O)c2cc3ccccc3cc2-n2c1nc1ccccc1c2=O (stereo not drawn)	5.1%	-3.9	8.4%	nt	nt	3.0%	-14.6%	5.5%	2.2
O=C(COc1ccc(Cl)cc1)N1N=C(c2cccs2)CC1c1ccco1 (stereo not drawn)	-4.7%	-10.2	-14.8%	-5.0%	-4.7%	-5.7%	-25.0%	-19.4%	-0.4
CCN(CC)C(=O)CSc1nnc(CCCCCNC(=O)OC(C)(C)C)o1	8.6%	15.4	11.4%	4.8%	-7.9%	-4.8%	0.0%	4.9%	-3.4
Cc1cc(C(=O)Nc2c(C)n(C)n(-c3ccccc3)c2=O)c2ccccc2n1	11.5%	1.0	13.7%	8.4%	0.2%	6.8%	-2.7%	-0.1%	4.8
C#Cc1ccc([C@H]2C=C(C(=O)NCc3nc4ccccc4[nH]3)O[C@@H](OCc3ccc(CO)cc3)C2)cc1	-7.1%	12.6	1.3%	1.3%	-7.7%	18.1%	13.9%	16.6%	-13.3
Cc1c(CCC(=O)N[C@@H](CC(C)C)C(=O)O)c(=O)oc2c(C)c3oc4c(c3cc12)CCCC4	-5.2%	10.8	-16.6%	?	-3.7%	1.1%	0.0%	9.0%	4.6

Part of the list above, reformatted:
CCc1ccccc1NC(=O)Cn1c(=O)ccc2cc(S(=O)(=O)N3CCC(C)CC3)ccc21
  HT1080 IDH1KD tx: nt	IL1B secr inh: nt	HT1080-NT tox: nt	MCF10A rerep: nt	SW480 rerep: nt	HEK293 tox: 1.3%	KB-V1 MDR tox: 0.0%	KB-3-1 tox: -0.9%	DRD3 agonist: -13.6

O=C(Nn1cnnc1)c1cc2cc(Br)ccc2oc1=O
  HT1080 IDH1KD tx: 24.3%	IL1B secr inh: 4.7	HT1080-NT tox: 10.2%	MCF10A rerep: 5.8%	SW480 rerep: -9.8%	HEK293 tox: -2.4%	KB-V1 MDR tox: 6.8%	KB-3-1 tox: -3.7%	DRD3 agonist: 1.2

Rows were taken by chance; any-hit rate near 11%.
